aDG glyco act: activators of alpha-DG glycosylation, primary screen, uHTS, Pro5-aDG cells, AlphaScreen; alpha-DG glycosylation AlphaScreen (IIH6); 0% Pro5, 100% B10-LARGE cell signal; activation, % at 10 µM; 360,000 tested, 0.22% active;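 active means activation of at least 8% versus controls, or a plate z-score of at least 8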;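 further: Pro5 are CHO cells carrying HIG-tagged alpha-DG that lacks glycosylation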
ABCB6 inh MLPCN: ABCB6 transporter inhibitors, primary screen, K562-ABCB6 cells, flow cytometry, MLPCN library | K562-ABCB6 porphyrin accumulation, 1 h; active compounds read low | 360,000 tested, 0.19% active | ATP-binding cassette sub-family B member 6 (Homo sapiens), Q9NP58 | fluorescence ratio to DMSO, % at 10 µM;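 active means fluorescence ratio to DMSO below 75%, the collection mean minus 3 SD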;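 further: signal is porphyrin accumulated inside mitochondria; 100% equals median channel fluorescence of DMSO control wells; lower ratio means ABCB6 inhibition with less porphyrin fluorescence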
H9c2 protect: cardioprotection against H2O2-induced cell death, primary screen, uHTS, H9c2 cells, ATPLite luminescence | H9c2 cardiomyocytes, H2O2 injury protection, 2 h | AID 588492, 2011 | protection from H2O2 cell death, % at 20 µM | 360,000 tested, 0.63% active;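 active means compounds giving at least 50% protection of heart cells from peroxide-induced death in the single-dose screen, raw or plate-pattern-corrected value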;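 further: 0% = DMSO wells with peroxide and 100% = DMSO wells without peroxide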
N-glyco inh: increase of ERlucT glycosylation luciferase signal, primary screen, N-linked glycosylation inhibitor project, D54 ERlucT cells, luminescence, set 2. AID 588692, 2011. D54 ERlucT glycosylation luciferase reporter, 24 h; percent of 100 nM tunicamycin response. 360,000 tested, 0.23% active. reporter increase, % at 12.5 µM;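 active means mean luciferase reporter signal, scaled so untreated is 0 and the glycosylation-blocking control 100, at or above a set limit in every replicate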;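 further: luciferase carries N-glycosylation sites so blocking glycosylation raises the light; 0% = median of neutral control wells and 100% = median of 100 nM tunicamycin wells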
MC4R barr agon: MC4R agonists recruiting beta-arrestin, primary screen, cell-based, luminescence, agonist arm of biased-ligand search; activation, % at 8.9 µM; U2OS MC4R beta-arrestin complementation; percent of melanotan II response, DMSO zero; 360,000 tested, 0.98% active;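 active means activation above a per-plate cutoff, the mean activation of sample wells on that plate plus 3 SD, cut at about 8% in these data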
Vif inh: HIV Vif self-association inhibitors, primary screen, imaging, HEK293T, single point. HEK293T cells, Vif self-association by quenched fluorescence, 24 h. inhibition, % at 7.49 µM. 340,000 tested, 0.35% active; in the data active means inhibition above about 50%, passing the limit was not always enough; further: some results filed as inactive read as strong as hits
MC4R antag cAMP: MC4R antagonists of cAMP signaling, primary screen, cell-based, TR-FRET, antagonist arm of biased-ligand search; AID 540295, 2011; Melanocortin receptor 4 (Homo sapiens), P32245; MC4R-expressing cells, MTII-stimulated cAMP, LANCE TR-FRET; 360,000 tested, 0.48% active; inhibition, % at 6.5 µM;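 active means inhibition above its plate's cutoff, the mean of tested wells on that plate plus 3 SD, cut at about 29% in these data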;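 further: 0% = Melanotan II alone and 100% = Melanotan II plus saturating MCL0020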
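Material – human MC4R-expressing U2OS cells · Repeats – no replicates · Detection – TR-FRET with Eu-cAMP and labeled anti-cAMP, 671 nm · Times – compound 30 min, challenge 1 h, detection 1 h · Compound – single nominal compound dose of 6.5 µM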
PDI turbidity: inhibitors of human PDI, primary screen, biochemical, turbidity, single point, plate reader | Protein disulfide-isomerase (Homo sapiens), P07237 | AID 588391, 2011 | 350,000 tested, 0.052% active | inhibition, % at 10 µM | PDI insulin aggregation turbidity, A650, 90 min;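 active means mean inhibition across replicates of 30% or more, whatever share of single replicates reach that level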;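 further: absorbance from insulin aggregation driven by PDI reduction with DTT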
Target sequence (P07237 whole entry, looked up): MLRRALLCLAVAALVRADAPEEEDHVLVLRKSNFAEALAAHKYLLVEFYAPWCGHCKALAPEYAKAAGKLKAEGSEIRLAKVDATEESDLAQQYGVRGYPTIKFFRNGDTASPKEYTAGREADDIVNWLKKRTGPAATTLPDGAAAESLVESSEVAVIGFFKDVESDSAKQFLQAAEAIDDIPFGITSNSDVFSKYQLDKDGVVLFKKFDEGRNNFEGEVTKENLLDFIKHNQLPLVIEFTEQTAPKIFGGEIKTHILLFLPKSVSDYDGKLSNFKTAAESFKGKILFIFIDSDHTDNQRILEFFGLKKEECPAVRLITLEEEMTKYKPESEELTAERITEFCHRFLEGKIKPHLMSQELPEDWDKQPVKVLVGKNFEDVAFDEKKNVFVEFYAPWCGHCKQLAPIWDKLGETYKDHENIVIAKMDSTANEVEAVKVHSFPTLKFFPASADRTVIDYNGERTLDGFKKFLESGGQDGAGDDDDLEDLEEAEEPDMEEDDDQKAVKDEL
m5-HT2A agonist: mouse Htr2a agonists via beta-arrestin recruitment, primary screen, cell-based, luminescence; activation, % at 7.6 µM; 360,000 tested, 0.66% active; CHO-K1 mHTR2A beta-arrestin complementation; percent of 30 µM serotonin response; AID 624169, 2012;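 active means activation above a run cutoff, the mean activation of all tested compounds plus 3 SD, cut at about 14% in these data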;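 further: 0% = plate median of compound wells and 100% = 30 µM serotonin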
CaV13 ICDI inh: Primary screen for inhibitors of IQ motif and Ca2+-dependent inactivation inhibitor domain binding in CACNA1D, Förster resonance energy transfer in living cells, …; HEK cells, CFP/YFP FRET ICDI-IQ, plate reader, 10 min; percent FRET-ratio fall versus neutral wells; inhibition, % at 12.3 µM; 340,000 tested, 0.098% active;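 active means mean replicate inhibition of at least 30% and at least 1% of replicates passing that level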;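 further: 0% = median of the neutral control wells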
Numbers without * were called inactive; . = not tested or not shown.

entry | molecule | PDI turbidity | m5-HT2A agonist | Vif inh | MC4R barr agon | aDG glyco act
1 | O=[N+]([O-])c1ccc(Cl)c(/C=N/n2c(-c3ccncc3)n[nH]c2=S)c1 | -1 | -3 | -1 | 2.4 | 0.1
2 | O=C(O)c1ccc(/C=C2\SC(=S)N(Nc3ccccc3)C2=O)cc1 | -3 | 2 | 6 | 0.6 | -0.1
3 | C#CCOCCOCCOCCNc1nc(N2CCN(C(=O)[C@H]([C@@H](C)CC)n3cc(CCCCN)nn3)CC2)nc(N2CCN(C(=O)[C@H](C)n3cc(CCC(=O)O)nn3)CC2)n1 | 2 | -3 | . | 1.0 | -0.1
4 | O=C(N/N=C/c1cccnc1)C1CCCCC1 | -1 | 3 | -4 | -1.5 | 1.5
5 | Cc1cc(C)cc(OCC(=O)O/N=C(\N)c2cccnc2)c1 | 1 | 2 | -4 | 2.8 | -0.1
6 | CC(=O)c1c(C)[nH]c(C(=O)OCc2ccc(F)cc2Cl)c1C | 1 | -2 | -15 | 0.8 | 1.2
7 | COc1cc(/C=C/CO)cc(OC)c1O[C@@H]1O[C@H](CO)[C@@H](O)[C@H](O)[C@H]1O | -8 | 7 | 7 | -0.6 | -0.3
8 | CCc1ccc(NC(=O)CSCc2ccc(C(=O)O)cc2)cc1 | 0 | -4 | -3 | 0.5 | 0.1
9 | CC(C)C(NS(=O)(=O)c1cccc2nsnc12)C(=O)NCc1ccco1 (stereo not drawn) | 0 | 0 | 7 | -1.0 | -0.1
10 | O=C(O)c1ccc2c(c1)C(=O)N(C(Cc1ccccc1)C(=O)O)C2=O (stereo not drawn) | -4 | 0 | 10 | -3.5 | -0.3
11 | Cc1ccc(/C=N/NC(=O)CNC(=O)c2ccc(S(=O)(=O)N3CCCC3)cc2)o1 | 27 | 2 | . | -1.8 | -0.6
12 | COc1ccc(CC(=O)Nc2cc(Cl)ccc2O)cc1 | -6 | 0 | 3 | 1.0 | 0.1

entry | MC4R antag cAMP | H9c2 protect | N-glyco inh | ABCB6 inh MLPCN | CaV13 ICDI inh
1 | 11 | 8 | 6 | 107 | -18
2 | 4 | 8 | 3 | 103 | -8
3 | 17 | 0 | 6 | 97 | -10
4 | 4 | -2 | 0 | 107 | -3
5 | 10 | 16 | 0 | 101 | -19
6 | 9 | -15 | 2 | 105 | 3
7 | 1 | 4 | 4 | 102 | -11
8 | 2 | -3 | 0 | 94 | -1
9 | 7 | 1 | 2 | 99 | -5
10 | 1 | 2 | 1 | 99 | -7
11 | 18 | 2 | 2 | 97 | 10
12 | 6 | -5 | 3 | 106 | -8

Further entries follow.
entry | molecule | PDI turbidity | m5-HT2A agonist | Vif inh | MC4R barr agon | aDG glyco act
13 | Cn1c(=O)[nH]c(=O)c2c1[nH]c(=S)n2Cc1ccc(Cl)cc1 | 6 | 3 | -12 | -1.1 | -0.2
14 | CC1Sc2ccc(S(=O)(=O)N3CCC(C(=O)NCc4ccc(Cl)cc4)CC3)cc2NC1=O (stereo not drawn) | 2 | -3 | -7 | -0.3 | 0.5
15 | COc1ccccc1OCC(=O)N1CC2(C)CC1CC(C)(C)C2 (stereo not drawn) | -9 | -2 | -6 | -0.9 | -0.1
16 | O=C1/C(=C\c2ccccn2)SC(=S)N1c1ccc(S(=O)(=O)Nc2nccs2)cc1 | 2 | 0 | -4 | -2.6 | 0.1
17 | CC(=O)N1CCN(C(=S)Nc2ccc(SC(F)F)cc2)CC1 | 0 | 3 | 6 | -0.5 | 0.1
18 | CC(C1SC(=S)NC1=O)C1SC(=S)NC1=O (stereo not drawn) | 0 | 4 | -2 | -3.4 | -0.3
19 | O=C(N/N=C1\CCCc2ccccc21)c1ccccc1Cl | 5 | -3 | -2 | -4.2 | -0.1
20 | CCn1nc(C)c(NC(=O)/C=C/c2ccc(OC)c(COc3ccc(Br)cc3)c2)c1C | 1 | -7 | 0 | 5.8 | 0.3
21 | CC(Sc1ccc2c(c1)OCCO2)C(=O)Nc1ccc(N2CCOCC2)cc1 (stereo not drawn) | 2 | -4 | -4 | 1.4 | -0.3
22 | CC1CCN(C(=S)NC(=O)c2ccco2)CC1 | 3 | -4 | 1 | -2.6 | 0.2
23 | CC1Cc2nc(SCC(=O)Nc3nccs3)n(Cc3ccccc3)c(=O)c2S1 (stereo not drawn) | 6 | 1 | -10 | -1.7 | 0.0
24 | COc1ccc2[nH]c3nc(SCC(=O)NNC(=O)c4ccc(OC)c(OC)c4)nnc3c2c1 | 4 | 2 | -14 | -0.5 | -0.3

entry | MC4R antag cAMP | H9c2 protect | N-glyco inh | ABCB6 inh MLPCN | CaV13 ICDI inh
13 | 4 | 1 | 1 | 101 | -3
14 | 9 | -8 | 0 | 91 | -15
15 | 12 | -4 | -1 | 95 | -4
16 | 17 | -3 | 1 | 93 | -5
17 | 5 | 0 | 0 | 97 | 6
18 | -1 | 0 | -1 | 102 | -2
19 | 2 | -8 | 0 | 94 | -4
20 | 7 | -8 | -6 | 97 | -3
21 | 7 | 5 | -1 | 96 | -7
22 | 0 | 1 | 0 | 92 | -8
23 | -7 | 8 | 0 | 96 | -5
24 | 14 | -9 | 0 | 96 | -5

Quoted at random: 2 records from the list, in no set order.
entry | molecule | PDI turbidity | m5-HT2A agonist | Vif inh | MC4R barr agon | aDG glyco act
21 | CC(Sc1ccc2c(c1)OCCO2)C(=O)Nc1ccc(N2CCOCC2)cc1 (stereo not drawn) | 2 | -4 | -4 | 1.4 | -0.3
23 | CC1Cc2nc(SCC(=O)Nc3nccs3)n(Cc3ccccc3)c(=O)c2S1 (stereo not drawn) | 6 | 1 | -10 | -1.7 | 0.0

entry | MC4R antag cAMP | H9c2 protect | N-glyco inh | ABCB6 inh MLPCN | CaV13 ICDI inh
21 | 7 | 5 | -1 | 96 | -7
23 | -7 | 8 | 0 | 96 | -5

One compound at a time, as listed above. Order of screens: PDI turbidity	m5-HT2A agonist	Vif inh	MC4R barr agon	aDG glyco act	MC4R antag cAMP	H9c2 protect	N-glyco inh	ABCB6 inh MLPCN	CaV13 ICDI inh
Entry for COc1ccccc1OCC(=O)N1CC2(C)CC1CC(C)(C)C2 (stereo not drawn) : -9	-2	-6	-0.9	-0.1	12	-4	-1	95	-4
Entry for COc1ccc2[nH]c3nc(SCC(=O)NNC(=O)c4ccc(OC)c(OC)c4)nnc3c2c1 : 4	2	-14	-0.5	-0.3	14	-9	0	96	-5

Screening data (PubChem)
